TRHR enhancer: allosteric enhancers of human TRH receptor | TRHR cells, fluo-8 calcium fluorescence, EC20 TRH enhancement | enhancement, % at 2 µM | 360,000 compounds, 0.66% hits; in the data active = enhancement above about 30%; note: 0% is about no effect
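TRHR-expressing cells loaded with fluo-8 calcium dye were read kinetically (ex 480/em 530) during compound addition, then stimulated with an EC20 of TRH (10 nM final). Enhancement of the Gq-mediated intracellular calcium response was scored.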
TrxR1 inh: blocks rat thioredoxin reductase 1; recombinant rTrxR1, NADPH fluorescence consumption, selenite substrate; Potency, µM (titrated, usually from 114 µM), for the others: top-dose activity change, negative = inhibition, actives largely listed as inhibitors; 390,000 compounds, 1% hits; AID 588453; note: potency is the fitted concentration of half-maximal effect; % is set by controls: 0 for no effect and ±100 for the full control effect; nearly all actives have a fitted effect of over 65% in size
Target sequence (O89049 whole entry, looked up): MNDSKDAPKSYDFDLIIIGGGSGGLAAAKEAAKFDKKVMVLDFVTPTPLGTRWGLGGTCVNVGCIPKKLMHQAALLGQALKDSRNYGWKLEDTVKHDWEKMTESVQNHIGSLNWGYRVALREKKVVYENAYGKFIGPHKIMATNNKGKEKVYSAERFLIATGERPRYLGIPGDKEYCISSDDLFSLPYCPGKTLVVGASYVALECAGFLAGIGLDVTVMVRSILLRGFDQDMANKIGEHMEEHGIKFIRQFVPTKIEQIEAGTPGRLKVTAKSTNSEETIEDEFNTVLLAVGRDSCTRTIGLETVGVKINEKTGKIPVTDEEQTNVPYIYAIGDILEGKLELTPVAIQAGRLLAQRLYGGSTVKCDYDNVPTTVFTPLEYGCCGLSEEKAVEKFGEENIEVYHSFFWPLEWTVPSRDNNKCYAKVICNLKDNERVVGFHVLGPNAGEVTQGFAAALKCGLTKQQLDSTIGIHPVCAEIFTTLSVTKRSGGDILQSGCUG
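Rat TrxR1 (90 nM in the dispensed reagent) was pre-reduced with 400 uM NADPH for 5 min at room temperature, then incubated with compound for 15 min. After 400 uM selenite was added, NADPH fluorescence (Ex 340/Em 450 nm) was followed for 8 min.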
D2 antag: antagonists of human D2 dopamine receptor; P14416; inhibition, % at 10 µM; HEK293 TREx D2 cells, calcium flux, dopamine EC80; 340,000 compounds, 2% hits; in the data active = inhibition above about 30%; note: 0% is about no effect
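Compounds are added to dye-loaded, induced HEK293 T-REx cells coupled to calcium release via D2; after a 3 min kinetic read an EC80 dopamine stimulus is given and fluorescence is recorded for 3 more min.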
TRHR ag: activates the human TRH receptor; P34981; AID 493084; activation, % at 2 µM; TRHR cells, calcium flux fluo-8, FDSS agonist mode; 360,000 compounds, 0.18% hits; in the data active = activation above about 30%; note: 0% is about no effect
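Steps: seed TRHR cells overnight; add fluo-8 no-wash Ca dye, RT 30 min–1.5 h; record 10 s baseline; pin-transfer compounds; monitor fluorescence 1 cycle/s for the agonist window. Calcium increases flag candidate agonists.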
D2 ag: D2 dopamine receptor (human) agonism | 340,000 compounds, 0.53% hits | HEK293 T-REx D2 cells, calcium flux agonist mode | activation, % at 2 µM;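 active = activation over 3 SD above normal in the single-dose calcium agonist read, cut at about 30% in these data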; note: 0% is about no effect
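In this primary screen, compounds producing a positive calcium signal within 180 s of addition to tetracycline-induced, force-coupled HEK293 Trex D2 cells are flagged; cells are dye-loaded with a no-wash calcium kit beforehand.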
Pin1 inhibitor: blocks the human prolyl isomerase Pin1 | AID 504891 | Potency, µM (titrated, usually from 115 µM), without a hit: at the top dose activity, negative = inhibition, actives largely listed as inhibitors | 390,000 compounds, 0.009% hits | Pin1 FP peptide displacement, HiFluor488, 10 min; active = well fitted inhibition curve with a large enough effect in the polarisation, with a control signal flat, not every such curve was filed as active; inconclusive = small, poorly fitted or top-dose-only effect, or effect the other way, or a change in a side signal; inactive = no such curve, though single readings can be large or run the other way; the % refers to the polarisation; note: potency is the fitted concentration of half-maximal effect; % is set by controls: 0 for no effect and ±100 for the full control effect
USP1-UAF1 inh: USP1/UAF1 (human) deubiquitinase inhibition. Potency, µM (top dose mostly 57.1 µM), without a hit: top-dose activity change, negative = inhibition, most hits filed as inhibitors. 390,000 compounds, 0.23% hits. AID 743255. O94782. recombinant USP1/UAF1, Ub-Rhodamine cleavage fluorescence; note: potency is the fitted concentration of half-maximal effect; % is set by controls: 0 for no effect and ±100 for the full control effect; nearly all actives have a fitted effect of over 60% in size; inactives centre near -12
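USP1/UAF1 complex at 1 nM was preincubated with compound for 15 min at room temperature, then Ub-Rho substrate (150nM final) was added. Fluorescence (480/540 nm) was read kinetically, 6 reads every 60 seconds.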
IDH1 R132H inh: human IDH1 R132H inhibition | Potency, µM (doses to about 76.6 µM), inactives show at the top dose activity change, negative = inhibition, actives largely listed as inhibitors | 390,000 compounds, 0.093% hits | O75874 | AID 602179 | IDH1-R132H enzyme, NADPH consumption, diaphorase/resazurin fluorescence; note: potency is the fitted concentration of half-maximal effect; % is set by controls: 0 for no effect and ±100 for the full control effect; nearly all actives have a fitted effect of over 65% in size
Target sequence (O75874 whole entry R132H, stated change not applied): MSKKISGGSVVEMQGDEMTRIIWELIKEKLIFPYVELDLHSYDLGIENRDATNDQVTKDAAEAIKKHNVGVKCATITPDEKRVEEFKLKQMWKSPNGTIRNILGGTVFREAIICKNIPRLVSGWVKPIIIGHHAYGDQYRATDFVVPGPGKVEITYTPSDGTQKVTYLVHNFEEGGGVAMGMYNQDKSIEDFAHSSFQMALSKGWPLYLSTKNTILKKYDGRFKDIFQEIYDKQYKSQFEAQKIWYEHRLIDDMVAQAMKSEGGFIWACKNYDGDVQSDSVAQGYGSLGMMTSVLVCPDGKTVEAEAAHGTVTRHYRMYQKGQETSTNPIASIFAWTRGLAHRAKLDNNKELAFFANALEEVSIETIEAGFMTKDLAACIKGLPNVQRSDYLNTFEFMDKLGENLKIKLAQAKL
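IDH1-R132H (0.5 ug/mL) preincubated 30 min with compound, then NADPH (0.016 mM) and alpha-KG (2 mM) added; 80 min at RT, pH 7.5. Remaining NADPH coupled via diaphorase/resazurin to fluorescence (540/590 nm); concentration-response curves normalized to no-enzyme control.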
TrxR1 substrate: substrates of rat thioredoxin reductase 1; O89049; purified TrxR1 substrate turnover, NADPH consumption readout; Potency, µM (series often up to 114 µM), for the others: at the highest dose activity change, negative = substrate turnover; 390,000 compounds, 0.01% hits; AID 588456; note: potency is the fitted concentration of half-maximal effect; % is set by controls: 0 for no effect and ±100 for the full control effect; nearly all actives have a fitted effect of over 50% in size
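Rat TrxR1, dispensed at 90 nM, was prereduced with 400 uM NADPH (final) for 5 min at ~22 deg C, then incubated with compound 15 min before 400 uM selenite. A first-read NADPH fluorescence drop versus no-compound background flagged substrates.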
Starred values were filed as active, the others as inactive; u = inconclusive; x = no result given; [ ] = dose if it differs, or a comment. Unless noted, calls come from the whole dose curve; as a rule, active = well fitted inhibition curve with a large enough effect; inconclusive = small, poorly fitted or top-dose-only effect; inactive = no such curve, though single readings can be large or run the other way.

SMILES	TRHR enhancer	TrxR1 inh	D2 antag	TRHR ag	D2 ag	Pin1 inhibitor	USP1-UAF1 inh	IDH1 R132H inh	TrxR1 substrate
O=C(CNc1cc(S(=O)(=O)N2CCCC2)ccc1OCC(F)(F)F)Nc1cccc(C(F)(F)F)c1	-7.7	-3.4%	18.8	-0.2	0.2	1.8%	-9.7%	-0.6%	-14.6%
CN(CC(=O)Nc1ccccc1Cl)C(=O)c1cc(C2CC2)nn1-c1ccccc1	1.8	13.1%	-6.3	-0.8	-0.4	19.6%	-16.3%	12.4%	3.9%
OCC#CCSc1nnc(-c2ccncc2)o1	1.0	u	-13.6	0.3	0.7	7.2%	-11.1%	2.1%	-10.3%
COC(=O)c1nc(NC(=O)c2ccc(Cl)cc2)n[nH]1	2.9	-40.0%[57.1 µM]	-17.4	0.3	0.4	3.1%	-1.0%	-18.1%	8.7%
COC(=O)Cc1c(O)ccn(Cc2ccccc2OC)c1=O	-6.1	10.2%[57.1 µM]	x	-0.1	x	-9.2%	-16.7%	0.2%	-7.7%
Cc1ccc(S(=O)(=O)n2cnc3ccccc32)c(C)c1	-8.5	15.0%	-1.7	0.0	0.3	1.9%	2.9%	3.7%	-1.8%
COc1cccc(CNC(=O)N2CCN(c3ccccc3C)CC2)c1	-3.3	13.3%	-1.5	-0.3	3.0	1.1%	-10.2%	3.8%	0.6%
CCCCNC(=O)c1ccc2c(SCC(=O)O)c3c(nc2c1)CCCC3	-6.1	-14.5%	x	0.0	x	-17.1%	-10.7%	7.2%	-9.4%
CCNc1nnc(CCn2nc(C)c(Br)c2C)s1	3.1	-7.3%[57.1 µM]	x	1.7	x	7.8%	6.3%	2.0%	0.7%
COc1ccc(C(=O)CSc2nc3ccc([N+](=O)[O-])cc3[nH]2)cc1	1.5	-2.2%	-0.7	0.8	1.5	13.1%	-21.0%	12.7%	-8.8%

Five successive records already listed:
SMILES	TRHR enhancer	TrxR1 inh	D2 antag	TRHR ag	D2 ag	Pin1 inhibitor	USP1-UAF1 inh	IDH1 R132H inh	TrxR1 substrate
Cc1ccc(S(=O)(=O)n2cnc3ccccc32)c(C)c1	-8.5	15.0%	-1.7	0.0	0.3	1.9%	2.9%	3.7%	-1.8%
COc1cccc(CNC(=O)N2CCN(c3ccccc3C)CC2)c1	-3.3	13.3%	-1.5	-0.3	3.0	1.1%	-10.2%	3.8%	0.6%
CCCCNC(=O)c1ccc2c(SCC(=O)O)c3c(nc2c1)CCCC3	-6.1	-14.5%	x	0.0	x	-17.1%	-10.7%	7.2%	-9.4%
CCNc1nnc(CCn2nc(C)c(Br)c2C)s1	3.1	-7.3%[57.1 µM]	x	1.7	x	7.8%	6.3%	2.0%	0.7%
COc1ccc(C(=O)CSc2nc3ccc([N+](=O)[O-])cc3[nH]2)cc1	1.5	-2.2%	-0.7	0.8	1.5	13.1%	-21.0%	12.7%	-8.8%

3 entries already listed, ordered by their value in D2 antag, smallest number first:
Molecule	TRHR enhancer	TrxR1 inh	D2 antag	Pin1 inhibitor	USP1-UAF1 inh	TrxR1 substrate
CN(CC(=O)Nc1ccccc1Cl)C(=O)c1cc(C2CC2)nn1-c1ccccc1	1.8	13.1%	-6.3	19.6%	-16.3%	3.9%
Cc1ccc(S(=O)(=O)n2cnc3ccccc32)c(C)c1	-8.5	15.0%	-1.7	1.9%	2.9%	-1.8%
COc1ccc(C(=O)CSc2nc3ccc([N+](=O)[O-])cc3[nH]2)cc1	1.5	-2.2%	-0.7	13.1%	-21.0%	-8.8%

Carrying on.
SMILES	TRHR enhancer	TrxR1 inh	D2 antag	TRHR ag	D2 ag	Pin1 inhibitor	USP1-UAF1 inh	IDH1 R132H inh	TrxR1 substrate
O=C(CCN1C(=O)/C(=C\C=C\c2ccccc2)SC1=S)Nc1ccccc1C(=O)O	-1.3	-16.7%	4.1	0.2	0.3	u	-25.0%	u	-7.7%
C[C@H](CO)N1C[C@H](C)[C@@H](CN(C)Cc2ccc(-c3ccccc3)cc2)Oc2c(NS(=O)(=O)c3ccc(F)cc3)cccc2C1=O	x	11.6%[57.1 µM]	x	x	x	2.1%	-18.2%	-8.5%	3.6%[57.1 µM]
CCOC(=O)c1sc(NC(=O)CCN2CCC(C)CC2)c(C(=O)OCC)c1C	28.3	11.9%[57.1 µM]	-7.0	0.4	1.0	-2.9%	-26.3%	16.9%	-0.3%[57.1 µM]
O=C(CCNC(=O)C1CCN(S(=O)(=O)c2ccc(F)cc2)CC1)NCc1cccc(Cl)c1	-3.4	27.0%	0.0	-0.1	0.9	-9.2%	-12.2%	12.8%	1.8%
CCn1cc(S(=O)(=O)N2CCc3ccccc3C2)cn1	-3.8	28.7%	-0.3	-0.3	0.5	3.6%	-5.9%	9.7%	5.4%
CCN(CC)CCNCc1ccc(Br)cc1OCC(=O)NCc1ccccc1	-3.8	21.2%	14.7	0.2	1.8	2.0%	-7.6%	12.2%	0.0%
C/C(=N\O)c1ccc2c3c([nH]c2c1)CCCC3	1.1	18.9%[57.1 µM]	-2.9	2.2	0.1	u	-23.7%	8.7%	4.4%[57.1 µM]
COc1ccc(NC(=O)COC(=O)CNC(=O)C2CCCCC2)cc1OC	x	10.9%	x	x	x	-3.9%	-20.8%	3.3%	0.5%
CCn1cnc2cc(NCc3nc4ccccc4n3Cc3ccccc3)ccc21	-2.7	-13.0%	-4.7	-0.3	0.1	1.5%	-10.4%	3.4%	-0.4%
COc1ccc(-c2cccc(NS(=O)(=O)c3cccs3)c2)nn1	7.9	12.5%[57.1 µM]	x	-1.0	-0.4	4.1%	-15.3%	28.8%	-1.1%[57.1 µM]
COc1ccc(N=C2SC(CC(=O)Nc3ccccc3F)C(=O)N2Cc2ccco2)cc1 (stereo not drawn)	3.5	-5.2%	x	0.5	x	0.5%	-9.2%	-1.7%	-5.7%
COc1cc(NC(=O)CN2CCCCCC2)cc(OC)c1	-2.5	6.4%[57.1 µM]	27.0	1.4	0.6	-8.8%	-10.3%	3.8%	7.5%[57.1 µM]
COc1ccccc1-c1nc2cc3ccccc3cc2nc1-c1ccccc1OC	18.1	34.6%	3.7	0.5	-0.4	0.0%	-14.5%	-5.5%	5.2%
O=C(CN1CCN(Cc2ccccc2)CC1)NCc1ccc(Cl)cc1	3.2	12.0%[57.1 µM]	-0.5	-0.5	-0.1	-2.4%	-22.4%	-1.9%	7.4%[57.1 µM]
COc1ccc(OC)c(NC(=O)N[C@@H](Cc2ccccc2)C(=O)O)c1	5.5	2.7%[11.4 µM]	-15.3	0.2	-0.4	-7.1%	-12.8%	-1.9%	6.6%[11.4 µM]
c1ccc(-c2cnnc(N3CCCCC3)n2)cc1	1.5	0.9%	2.9	-0.3	-0.4	-1.6%	-24.7%	6.0%	-2.3%
CC12CCC(C(=O)N3CCc4ccccc43)(CC1=O)C2(C)C (stereo not drawn)	-6.1	-6.5%	28.7	-0.8	1.0	-0.5%	-0.4%	1.1%	-7.4%
CCOc1cc(NC(=S)NCC2CCCO2)c(OCC)cc1NC(=O)c1ccccc1C (stereo not drawn)	-0.3	u	-9.1	-0.3	0.3	-0.6%	-15.8%	3.7%	-0.8%
CCOc1ccc(NC(=S)N2CCCN(Cc3cccc(Cl)c3)C2)cc1	4.3	15.8%	-12.2	-0.3	0.0	7.7%	-28.3%	5.1%	2.3%
Cc1ccc(CCCOC(=O)C[N+]2(C)CCCC2)cc1	3.2	-4.8%	-12.4	0.8	-0.3	2.8%	-2.0%	1.4%	2.2%
Cc1ccc(NC(=O)COC(=O)c2ccc(-n3cnnn3)cc2)c(Br)c1	-4.4	18.0%	20.2	0.3	0.0	0.8%	-8.6%	5.2%	1.4%
CCOC(=O)c1nc(S(C)(=O)=O)ncc1Cl	-5.3	17.8µM*	1.7	0.2	0.5	-4.5%	-18.5%	-0.6%	10.1%
O=C1C(=O)N(c2nccs2)C(c2ccccc2F)/C1=C(\O)c1ccc2c(c1)OCCO2 (stereo not drawn)	-3.3	u	3.7	-0.1	0.3	-0.4%	-21.7%	5.1%	-1.0%
C=CCc1ccccc1OCC(O)CN(C(C)C)C(C)C (stereo not drawn)	17.0	-2.1%[57.1 µM]	-3.7	0.5	-0.6	0.0%	-21.6%	-1.4%	-7.8%
Cn1cc(C(=O)C(=O)NC2CCCCC2)c2ccccc21	-4.4	-19.2%	-17.8	-0.1	-0.3	-1.5%	-23.5%	12.6%	-16.0%
Cc1sc2ncn(CC(=O)NCCCC(=O)N3CCCCC3)c(=O)c2c1C	-11.4	-0.4%	-1.0	-0.1	-0.3	-9.0%	u	8.4%	-3.3%
Cc1cccc(N/N=C(\C=N\N)C(=O)c2ccc(Br)cc2)c1	-0.4	x	-6.3	0.5	-0.6	x	x	x	x
CCc1ccc(CNc2ncnc3onc(-c4ccc(Cl)cc4)c23)cc1	1.2	1.5%	x	1.5	1.6	-5.3%	-23.1%	-1.4%	-7.8%
COc1ccc(N2CCN(Cc3cc(OC)c(O)c([N+](=O)[O-])c3)CC2)cc1	-0.4	-6.0%	-5.0	0.0	-0.1	-14.7%	-5.0%	0.0%	-6.4%

A portion of the library, so the mix of outcomes need not match the whole.
